mABHD4 FP: ABHD4 inhibitors, primary screen, biochemical, fluorescence polarization, mouse | purified mABHD4, FP-Rh probe fluorescence polarization | inhibition, % at 8.92 µM | 370,000 compounds, 0.54% hits | AID 720543, 2013;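 active = inhibition exceeding the mean over every tested compound plus 3 SD, cut at about 30% in these data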;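 also: 0% = plate median of compound wells and 100% = S159A mutant with DMSO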
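Test system: mABHD4 protein | Buffer or medium: HEPES pH 7.0 buffer, 150 mM NaCl, 0.01% Pluronic F-127 | Probe or stimulus: FP-Rh fluorescent activity-based probe, added after compound pre-incubation | Timing: Pre-incubation 45 min, probe exposure 60 min, at 25 °C | Technique: Fluorescence polarization, excitation 525 nm, emission 598 nm, BODIPY TMR filters | Repeats: Single well per compound (singlicate)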
UHRF1 MBD2 ctr: UHRF1 methylated DNA binding inhibitors, primary screen, counter-screen for MBD2 inhibitor project, biochemical, TR-FRET, human UHRF1, single concentration. UHRF1 binding to methylated oligo. inhibition, % at 4.4 µM. 370,000 compounds, 0.75% hits. AID 687016, 2013; in the data active = inhibition above about 21%;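 also: UHRF1 SRA domain binding a hemimethylated CpG hairpin DNA probe; 0% = median of test compound wells and 100% = reference inhibitor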
HTRA1 inhibitor: HTRA1 serine protease inhibitors, primary screen, biochemical, fluorescence polarization, HTS. recombinant HTRA1, FP-rhodamine activity-based probe. inhibition, % at 5.96 µM. 340,000 compounds, 0.5% hits. AID 504803, 2011; in the data active = inhibition above about 36%;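 also: 0% = enzyme with DMSO and 100% = wells lacking enzyme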
Target sequence (Q92743 whole entry, looked up): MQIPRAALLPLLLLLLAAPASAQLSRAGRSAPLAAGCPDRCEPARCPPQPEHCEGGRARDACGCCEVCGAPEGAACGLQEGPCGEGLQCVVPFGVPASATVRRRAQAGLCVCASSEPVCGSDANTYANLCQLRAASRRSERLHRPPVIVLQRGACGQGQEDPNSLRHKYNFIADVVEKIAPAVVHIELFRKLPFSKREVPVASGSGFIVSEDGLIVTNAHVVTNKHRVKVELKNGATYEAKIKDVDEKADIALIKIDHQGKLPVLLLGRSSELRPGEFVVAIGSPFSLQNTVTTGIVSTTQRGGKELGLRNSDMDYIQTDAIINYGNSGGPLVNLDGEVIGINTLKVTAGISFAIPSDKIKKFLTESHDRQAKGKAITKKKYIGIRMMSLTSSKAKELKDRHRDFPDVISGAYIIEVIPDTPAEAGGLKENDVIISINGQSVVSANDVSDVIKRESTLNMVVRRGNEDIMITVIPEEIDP
rCAG RNA binder: binders of r(CAG) RNA repeats, primary screen, biochemical, fluorescence | inhibition, % at 3 µM | AID 651821, 2012 | 370,000 compounds, 1.3% hits | r(CAG) RNA repeat, TO-PRO-1 dye displacement fluorescence;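 active = inhibition above the plate cutoff, the mean of all test compounds on that plate plus 3 SD, cut at about 35% in these data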;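 also: 0% = DMSO alone and 100% = 100 µM mitoxantrone as full dye displacement; higher means more dye released from RNA so lower well fluorescence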
NR1D1 modulator: modulators of Rev-erb alpha DNA binding, primary screen, biochemical, FITC-DNA, fluorescence polarization, uHTS | Nuclear receptor subfamily 1 group D member 1 (Homo sapiens), P20393 | Rev-erbα–FITC-DNA binding, 90 min | activity, % at 10 µM | 370,000 compounds, 0.79% hits | AID 1259318, 2017;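 active = activity above about 14%, limit read from the data; passing the limit was not always enough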;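 also: 0% = DMSO wells with 35 nM protein and 100% = DMSO wells with 750 nM protein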
PG9 Ab binder: binders of HIV-1 gp120 antibody PG9, primary screen, biochemical, TR-FRET. HIV-1 gp120 / PG9 antibody interaction. TR-FRET gp120-PG9 antibody binding. inhibition, % at 6.7 µM. 360,000 compounds, 0.43% hits; in the data active = inhibition above about 8.5%
MBD2 inh: inhibitors of MBD2 binding to methylated DNA, primary screen, biochemical, TR-FRET, DNA-binding domain, human | Methyl-CpG-binding domain protein 2 (Homo sapiens), Q9UBB5 | MBD2 binding to methylated oligonucleotide | inhibition, % at 4.4 µM | 370,000 compounds, 0.31% hits | AID 686964, 2013; in the data active = inhibition above about 13%
TCR-CD3 inh: inhibitors of human TCR-CD3 interaction, primary screen, biochemical, fluorescence, TAMRA-labeled TCR probe | T-cell receptor (TCR) | inhibition, % at 9.4 µM | 360,000 compounds, 0.37% hits | AID 651800, 2012; in the data active = inhibition above about 19%;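 also: recombinant mutant TCR 2C K166C tagged with TAMRA read by polarization; 0% = receptor in buffer alone and 100% = receptor with positive control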
LEDGF integ inh: blockers of LEDGF/p75-dependent integrase strand transfer – biochemical, TR-FRET, high throughput, primary screen; HIV-1 integrase (with human LEDGF/p75); TR-FRET IN-LEDGF/p75 DNA integration, Eu/Cy5; inhibition, % at 3.7 µM; 370,000 compounds, 0.64% hits; AID 743269, 2014;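 active = inhibition above the screen-wide mean plus 3 SD, cut at about 13% in these data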;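 also: signal is the Cy5 over europium emission ratio at 671 and 618 nm; 0% = plate median of compound wells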
PRMT1 inh: PRMT1 methyltransferase inhibitors, primary screen, biochemical, fluorescence polarization; AID 652257, 2013; recombinant PRMT1, activity-based probe fluorescence polarization; inhibition, % at 2.79 µM; 370,000 compounds, 1.3% hits; Protein arginine N-methyltransferase 1 (Homo sapiens), Q99873;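 active = inhibition above about 21% made by adding two undisclosed values, limit read from the data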
Target sequence (Q99873 whole entry, looked up): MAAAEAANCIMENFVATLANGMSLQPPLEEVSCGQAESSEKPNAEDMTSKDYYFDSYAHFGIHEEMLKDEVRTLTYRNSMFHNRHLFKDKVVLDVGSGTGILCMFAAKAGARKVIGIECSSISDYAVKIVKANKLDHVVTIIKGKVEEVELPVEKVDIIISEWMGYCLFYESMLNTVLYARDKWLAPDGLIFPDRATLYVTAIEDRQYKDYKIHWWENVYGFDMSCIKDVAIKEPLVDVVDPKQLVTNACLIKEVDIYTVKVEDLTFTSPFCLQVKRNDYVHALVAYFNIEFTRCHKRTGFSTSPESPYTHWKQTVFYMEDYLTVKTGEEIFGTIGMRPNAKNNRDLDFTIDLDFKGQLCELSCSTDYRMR
Numbers without * were called inactive; nt = no result given.

compound,mABHD4 FP,UHRF1 MBD2 ctr,HTRA1 inhibitor,rCAG RNA binder,NR1D1 modulator,PG9 Ab binder,MBD2 inh,TCR-CD3 inh,LEDGF integ inh,PRMT1 inh
CCN(CC)S(=O)(=O)c1ccc(Cl)c(C(=O)Oc2cccc(-c3cnc4ccccc4n3)c2)c1,1,0,-4,0,-1,-0.4,-3,-4,5,-1
O=C(NCCN1CCN(S(=O)(=O)c2ccc([N+](=O)[O-])cc2)CC1)C(=O)Nc1ccccc1,3,-3,4,2,-5,-1.5,-3,9,-1,-1
Cc1ccc(OCCC(=O)OCC(=O)NCCc2ccccc2)cc1,2,-1,4,-7,5,2.6,2,8,-2,2
Cc1ccc(S(=O)(=O)N(C)C)cc1NC(=O)CN1CCN(Cc2ccccc2)CC1,8,1,-8,-8,-6,0.0,6,3,-2,5
CCN(CC)C(=O)CC[C@H]1CC[C@]2(CCCN(Cc3ccc(Br)cc3)C2)O1,-13,3,nt,0,4,nt,0,nt,3,3
CC(=O)N1CCC(O)(c2ccc3c(c2)OCO3)CC1,3,5,-1,5,-1,1.8,3,-3,-1,-1
CCOC(=O)c1c(C)[nH]c(C)c1C(=O)CN1C(=O)NC2(CCCCCC2)C1=O,-1,-2,4,0,-7,1.1,2,5,1,0
CCCCn1c(N)c(N(CC(C)C)C(=O)c2cccc(S(=O)(=O)N3CCN(C)CC3)c2)c(=O)[nH]c1=O,0,-2,5,-1,4,0.2,-2,-2,-1,-2
O=C1c2ccccc2CCC12N=NCC2c1ccc(Br)cc1 (stereo unspecified),1,3,-5,1,-5,-0.8,1,-1,-6,2
CC1CCCCC1NC(=O)CCNS(=O)(=O)c1cc(Br)cnc1N (stereo unspecified),0,2,8,-5,4,0.6,3,-4,-6,2
CC(C)Cc1nnc(NC(=O)CCC(=O)N2CCN(c3ccccn3)CC2)s1,-8,0,0,-6,5,-1.2,1,10,2,0
CC(=C/c1ccccc1)/C=N/NC(=O)c1nnn(-c2nonc2N)c1CN1CCC(C)CC1,4,-2,-13,4,-1,-0.3,-3,-8,1,3
COc1ccc(/C(N)=N/OC(=O)CCCc2ccccc2)cc1,8,1,-7,-5,-4,-3.0,-2,4,1,-1
CC(C)S(=O)(=O)c1csc(NC(=O)Nc2ccc(Cl)cc2)c1Cl,-45,4,-36,23,0,0.2,-3,4,-5,3
COc1ccc(/C(O)=C2/C(=O)C(=O)N(CCN3CCOCC3)C2c2cccnc2)cc1OC (stereo unspecified),2,1,-4,4,0,-2.0,-2,1,-2,5
CCN(c1ccccc1)S(=O)(=O)c1ccc(C(=O)NCCCn2ccnc2)cc1,-5,1,1,-6,-5,-2.7,3,1,6,0
COc1cc(C)ccc1OCc1cc(C(=O)NCCN2CCOCC2)no1,1,-2,-3,-1,-3,-0.2,1,0,-3,1
Cc1nc2c(ncn2-c2ccccc2)c(=O)n1NC(=O)CN1CCCC1,3,2,5,0,-2,-1.0,-3,-4,2,3
CCCCNC(=O)c1ccccc1NC(=O)CCC,-2,-3,0,-2,2,1.2,-4,5,2,-4
COC(=O)c1cc(-c2cccc(OC(F)(F)F)c2)c(=O)n2c1CCC2,-4,1,nt,-2,4,nt,3,nt,12,3
COc1ccccc1NCCC(=O)OCC(=O)NC1CCCC(C)C1C (stereo unspecified),5,-3,0,-7,1,-2.7,2,4,0,-2
CCC(C)(C)NC(=O)CN(Cc1cccs1)C(=O)CNS(=O)(=O)c1ccc(F)cc1,0,-1,-9,-2,-3,0.3,-8,5,0,-3
COc1ccc(-n2cc(CNCc3cccnc3)c(-c3cccc(F)c3)n2)cc1,-4,-2,-16,-5,5,0.1,1,-2,0,1
CCCCN(C(=O)NC(=O)Nc1cc(C)ccc1C)S(C)(=O)=O,-11,-1,-6,2,1,-0.4,3,3,1,-3
CN(C)c1cc(O)c(C(=S)Nc2ccccc2)c(N(C)C)c1,1,-2,1,-1,9,-1.9,-4,0,-2,3
Cc1ccc(NS(C)(=O)=O)c(C(=O)c2ccccc2)c1,2,1,-4,-4,1,-1.3,1,13,-3,-2
CCCCn1c(N)c(N(CCOC)C(=O)COC(=O)COc2cc(C)ccc2Cl)c(=O)[nH]c1=O,-12,1,6,-1,6,-2.3,-4,-5,7,-3
COc1ccc(NC(=O)c2ccccc2-c2ccccc2C(=O)O)cc1,9,2,7,2,-4,0.0,2,-7,-5,4
O=C(Cn1[nH]c(=O)c2ccccc2c1=O)N1CC=C(c2ccccc2)CC1,-1,2,-4,-1,3,-1.7,-2,1,3,0
COc1cc(C)nc(NC(=S)N(C)C(=O)c2ccccc2)n1,3,0,nt,1,1,0.5,-5,5,-4,3
CCC(c1nc2ccccc2[nH]1)n1c(=O)c(-c2ccco2)nc2ccccc21 (stereo unspecified),-4,-5,nt,26,-2,-1.3,1,-9,4,17
Cc1c(NC(=O)c2cc(=O)[nH]c(=O)[nH]2)c(=O)n(-c2ccccc2)n1C,5,2,7,1,2,1.6,4,0,2,1
COc1ccc(NC(=O)c2cc(-c3ccccc3OC)on2)cc1,-1,6,-18,-1,-8,-0.4,-3,0,1,1
N#CCC(=O)N/N=C/c1ccc(Cl)cc1,-1,-4,0,8,-3,1.1,2,-4,1,5
CCOC(=O)c1c(NC(=S)NCc2ccccc2)sc2c1CCN(C(=O)OCC)C2,-2,-5,-12,7,4,1.6,2,5,7,-2
Cc1cn([C@H]2C[C@H](O)[C@@H](CNCc3cccc(OC4CCCC4)c3)O2)c(=O)[nH]c1=O,2,-3,4,1,8,1.8,-5,-2,2,1
CNS(=O)(=O)c1ccc(CCC(=O)N2CCN(c3ccccc3OC)CC2)cc1,0,-1,-2,-1,-4,-1.9,-5,3,4,-8
Cc1cccc(C)c1NC(=O)CN(C)C(=O)C1CCCCC1,-1,1,-1,-1,4,-0.3,-1,3,3,-2
Cc1cccc(OCc2nnc(SCC(=O)O)n2-c2ccccc2)c1,-7,8,1,7,-4,-0.7,4,2,0,5
COc1ccc(NC(=O)CSc2nncc3ccccc23)cc1,0,0,-8,-1,-2,1.9,5,-4,-2,3
O=C(O)CSc1c(-c2cccs2)[nH]c2ccccc12,15,13,0,5,-6,-2.1,4,0,-1,4
CCOC(=O)N1CCN(Cc2nc(CC3CC3)no2)CC1,6,-1,5,-6,-3,-3.6,0,2,-7,2
Cc1csc(N(C(=O)c2cccc(S(=O)(=O)N3CCCC3)c2)c2ccccc2)n1,-8,-1,-6,-1,6,0.0,-1,-1,1,-1
CC1CCc2ccccc2N1C(N)=Nc1ccccc1 (stereo unspecified),-2,11,-4,0,4,3.1,-8,0,0,1
C[C@H]1CNC(=O)c2c(C(=O)N[C@@H](Cc3c[nH]c4ccccc34)C(=O)OC(C)(C)C)ncn21,0,1,11,-1,2,-1.1,2,-6,-2,3
O=C(CSc1ccccc1)NCCc1ccccc1,-2,-3,4,-2,-4,0.5,-4,-5,0,-2
CCc1ccc(S(=O)(=O)NC(=S)NC2CCCCC2)cc1,6,0,-5,12,-3,-0.7,0,0,5,1
CN(C)CCCN1C(=O)c2cccc3c(Br)ccc(c23)C1=O,-5,2,4,1,0,1.2,10,-3,3,38*
CCN(CC)S(=O)(=O)c1ccc(C(=O)NCC(=O)NCc2ccc3c(c2)OCO3)cc1,2,-3,3,4,4,1.3,0,-1,-1,-1
O=S(=O)(c1cccc(Cl)c1)N1CCSc2ccccc21,-5,-2,3,-1,-5,0.0,-5,5,-2,-3
CN(C[C@H](Cc1ccccc1)N(C[C@H](Cc1ccccc1)N(CCC(C)(C)C)N=O)N=O)N=O,-2,-1,-5,0,-2,-0.6,-1,7,-4,-2
CC(=O)CCC(=O)N1CCCC(CNC(=O)c2ccc(-c3ccccc3)cc2)C1 (stereo unspecified),4,0,-5,-2,-5,-0.2,-4,1,1,0
CCc1ccc2nc(NC(=O)C3CCN(c4ncnc5sc(C)c(C)c45)CC3)sc2c1,-6,0,-14,3,21*,-0.7,-1,3,3,-1
COc1ccc(-n2c(=O)c3c4c(sc3n(CC(N)=O)c2=O)CCCCC4)cc1,-8,2,6,1,5,-2.5,2,1,5,-7
COCC(=O)N/N=C(\C)CC(=O)NCc1ccco1,-2,-2,4,1,1,-2.7,4,4,-3,0
Cc1ccc(NC2=C(Cl)C(=O)OC2OC(=O)c2ccco2)c(C)c1 (stereo unspecified),5,-4,0,-1,-4,-1.5,-6,3,0,3
CC(C)CNS(=O)(=O)c1ccc(CCC(=O)N2CCN(c3ccc(F)cc3)CC2)cc1,3,-1,0,-4,4,-1.1,-3,7,-2,-1
Cc1cc2ncn(S(=O)(=O)N(C)C)c2cc1C,5,4,-2,4,2,0.6,0,-7,-1,-2
Cc1nn2c(c1-c1ccccc1)N=C(c1ccco1)CC2c1ccccc1 (stereo unspecified),4,-5,3,12,6,-0.4,0,-3,3,3
O=C(Cn1c(=O)c2ccccc2n(CC(=O)N2CCCCC2)c1=O)N1CCCCC1,-16,3,-4,1,-5,0.4,0,9,7,-8

(list continues)
compound,mABHD4 FP,UHRF1 MBD2 ctr,HTRA1 inhibitor,rCAG RNA binder,NR1D1 modulator,PG9 Ab binder,MBD2 inh,TCR-CD3 inh,LEDGF integ inh,PRMT1 inh
O=C(COC(=O)CCC(=O)c1cccs1)Nc1cc(S(=O)(=O)N2CCOCC2)ccc1Cl,-1,-2,5,3,1,-1.9,0,5,0,-3
O=C(NCC(F)(F)F)c1ccc2sc([C@@H]3O[C@H](CO)[C@H](O)[C@H](O)[C@H]3O)nc2c1,2,2,nt,1,-6,-1.6,-3,-1,-1,2
N#Cc1cccc(S(=O)(=O)NCC(=O)NCCCc2ccccc2)c1,7,-2,-8,5,-1,3.0,2,0,-4,0
Cc1cccc(C(=O)NC2CCN(S(=O)(=O)c3ccccc3F)CC2)c1,0,1,-11,-2,-5,-2.3,0,-7,2,-3
CCN(CC)C(=O)COc1coc(CN2CCN(c3ccccc3)CC2)cc1=O,5,1,4,-3,0,0.0,1,-3,1,1
CCN(CC)CCn1c(NC(=O)c2ccccc2O)nc2ccccc21,8,-1,11,3,1,0.7,-3,-3,12,2
CCCCNC(=O)CCc1c(C)nc2c(c(C)nn2-c2ccccc2)c1C,3,1,1,-5,3,-1.1,0,1,-1,-2

This is a subset. The share of hits here may be higher or lower than overall.
